# HSF1 activator = increases HSF-1 driven luciferase reporter signal. NIH3T3-HGL HSF-1 luciferase reporter, MG132, 8 h; 100% = twice DMSO control signal. activation, % at 9 µM. 1.7% of 300,000 active. AID 504408;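 active = mean replicate activation of at least 50% with a set share of replicates each reaching 50%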;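 also: 0% = median of the neutral control wells and 100% = twice that signal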
# KLF5 inh = suppresses KLF5 promoter-driven expression. DLD-1 KLF5 promoter-luciferase reporter, luminescence. inhibition, % at 5 µM. 0.23% of 290,000 active. AID 1700;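 active = inhibition above a per-plate limit of that plate's mean compound inhibition plus 3 SD, cut at about 60% in these data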;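 also: 0% = DMSO wells and 100% = LY294002 at 200 µM; higher means less KLF5 promoter-driven luciferase light; inactives centre near -14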
# aSyn 5UTR inh = MLPCN primary screen, SNCA 5' untranslated region | alpha-synuclein 5'UTR reporter, inhibitor activity | inhibition, % (tested at 7.5 µM) | 0.82% of 300,000 active | AID 1813; in the data active = inhibition above about 60%;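 also: H4 neuroglioblastoma cells stably carrying SNCA 5'UTR luciferase fusion; 0% = DMSO wells and 100% = positive control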
# IEC-6 cytotox = kills IEC-6 intestinal cells in KLF5 counter-screen; IEC-6 cytotoxicity, luminescence viability; inhibition, % at 5 µM; 0.78% of 290,000 active; in the data active = inhibition above about 22%;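 also: 0% = plate median of test compound wells and 100% = cytotoxic reference compound wells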
# HIF activator = HIF pathway transcriptional activation; U2OS HRE-luciferase reporter, luminescence; normalized: DMSO 0%, desferrioxamine 100%; activation, % at 7.5 µM (by protocol); 0.32% of 300,000 active; AID 1910;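 active = mean activation of at least 10% of the iron chelator positive control signal, with at least half of replicates also reaching 10%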
# HDAC3 inhib = inhibitors of human histone deacetylase 3; O15379; recombinant HDAC3, fluorogenic peptide/trypsin coupled, fluorescence; inhibition, % at 8.3 µM; 0.15% of 320,000 active; AID 2718; in the data active = inhibition above about 26%, passing the limit was not always enough
# Target sequence (O15379 whole entry, looked up): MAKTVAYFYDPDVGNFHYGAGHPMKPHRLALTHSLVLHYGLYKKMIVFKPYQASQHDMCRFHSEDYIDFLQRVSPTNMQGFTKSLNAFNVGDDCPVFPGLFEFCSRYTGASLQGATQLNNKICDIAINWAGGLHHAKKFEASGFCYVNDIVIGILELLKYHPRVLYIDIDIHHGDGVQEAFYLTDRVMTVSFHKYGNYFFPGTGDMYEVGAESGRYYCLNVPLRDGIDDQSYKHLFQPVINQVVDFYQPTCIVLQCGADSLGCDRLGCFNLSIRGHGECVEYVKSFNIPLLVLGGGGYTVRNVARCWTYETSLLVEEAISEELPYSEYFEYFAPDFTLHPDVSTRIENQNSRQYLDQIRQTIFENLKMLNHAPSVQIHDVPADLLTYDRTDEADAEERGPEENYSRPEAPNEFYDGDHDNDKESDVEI
# HSF1 inh = HSF1 inhibition | NIH3T3-HGL HSE-luciferase, MG132-induced, luminescence 8 h; stronger effect = lower value | activity change, negative = inhibition, % at 7.5 µM (by protocol) | 0.77% of 300,000 active | AID 2098;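 active = more than half of replicate wells show activity change below -50%, luminescence cut by over half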;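 also: luciferase reports HSF-1 transcriptional activity via heat shock element; 0% = median of DMSO wells and -100% = zero luminescence signal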
# HSP90 inh = inhibitors of HSP90 luciferase refolding in rabbit reticulocyte lysate. luciferase refolding luminescence, 3 h. inhibition, % at 5.6 µM. 0.91% of 290,000 active. AID 1789;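 active = inhibition above the screen-wide mean plus 3 SD, computed separately per campaign, cut at about 16% in these data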;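 also: 0% = DMSO wells and 100% = 60 µM geldanamycin wells; inhibitors lower the luminescence because luciferase stays unfolded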
# Platelet DG rel = modulates dense granule release in human platelets. 0.22% of 300,000 active. human platelet-rich plasma, SFLLRN dense granule ATP release, luminescence. AID 1663. inhibition, %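 (compounds screened at 7.5 µM in platelet-rich plasma)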;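 active = mean replicate score, as percent of positive control, at or above 50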
# AI-2 QS mod = Vibrio harveyi AI-2 quorum sensing modulation; Vibrio harveyi JMH597 AI-2 luminescence/OD600 ratio, 9 h; stronger effect = lower value; strain lacks LuxN and CqsS sensors; 0 = neutral-control median; activity change, % at 7.5 µM; 0.4% of 300,000 active; in the data active = activity change below about -75%, passing the limit was not always enough;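 also: luminescence divided by OD600 gain over 9 h not by final OD600 alone; inactives centre near 13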
# Numbers without * were called inactive; x = not tested or not shown.
SMILES,HSF1 activator,KLF5 inh,aSyn 5UTR inh,IEC-6 cytotox,HIF activator,HDAC3 inhib,HSF1 inh,HSP90 inh,Platelet DG rel,AI-2 QS mod
CCc1ccc2[nH]cc(C(=O)OCCOC)c(=O)c2c1,25,-3,9,4,0.0,6,-4,-1,4,8
CC(C)(C)[C@H]1C=C(C(=O)NCc2nc3ccccc3[nH]2)O[C@@H](OCCCCO)C1,-13,4,21,4,-1.7,1,-2,8,1,21
Cc1ccc(/C=N/NC(=O)Cn2nnc(N)n2)o1,-8,-19,-4,4,-0.2,4,-10,-1,-5,15
NC(=O)c1cccc2c1-c1ccccc1/C2=N/NC(N)=S,-1,-12,3,-3,-0.6,-2,-4,-2,25,12
O=C(NCCC1=CCCCC1)C1CCCN(S(=O)(=O)c2ccc(F)cc2)C1 (centres undefined),45,8,10,4,-0.3,-5,6,1,-4,13
CCOC(=O)c1ccccc1NC(=O)Cn1cnc2c(cnn2C(C)(C)C)c1=O,1,-20,6,4,-0.3,1,0,-1,-2,7
O=C(Nc1nnc(S(=O)(=O)N2CCOCC2)s1)c1ccccc1,-12,-42,-60,2,0.8,x,-1,-3,0,9
CC(=O)N1c2ccc(S(=O)(=O)NCC3CCC(C(=O)NC4CCC(C)CC4)CC3)cc2CC1C (centres undefined),5,3,16,4,-0.3,2,6,-6,-3,46
O=C(CCn1nc(-c2ccc(Cl)cc2)ccc1=O)N1CCN(c2ccc(F)cc2)CC1,25,-14,41,4,2.5,-1,6,-1,-6,12
O=C(CSCc1ccccc1)NNc1c(F)c(F)cc(F)c1F,-6,-19,4,-9,-32,1,-1,4,-5,-68
COc1cccc(NC(=O)Cn2cc(C#N)c3ccccc32)c1,4,-23,24,2,-0.1,-2,-1,0,7,10
COc1ccccc1CNC(=O)COC(=O)Cc1ccsc1,0,-13,-23,-9,0.2,x,-9,1,4,4
CCOC(=O)c1cc(CC)sc1NC(=O)COc1ccc2c(C)cc(=O)oc2c1,-30,-11,4,-5,0.4,-4,-9,-5,-1,9
OCCC1CN(Cc2cccn2-c2ccccn2)CCN1C1CCCC1 (centres undefined),-6,-42,-2,5,-0.1,4,-12,0,11,11
O=C(O)CCC(=O)Nc1ccc(C(=O)OC2CCCCC2)cc1,-11,-19,49,4,-2.0,3,-13,-3,7,19
O=C(CC1c2ccccc2Oc2ccccc21)Nc1ccccc1C(F)(F)F,-9,-31,25,-2,-1.5,2,-4,-1,-19,9
Cc1cc2oc(=O)c(CC(=O)O)c(C)c2c2occ(C(C)(C)C)c12,-19,-67,-28,0,-0.7,-12,-11,-1,2,33
COc1ccc(OCCNS(=O)(=O)c2ccc3oc4ccccc4c3c2)cc1,-33,-48,5,5,-0.6,2,-14,9,0,-17
O=C(Nc1ccnn1C1CCN(C(=O)c2cccc(Cl)c2)CC1)C1CC1,14,-37,-2,-2,0.0,0,-2,-2,-18,-2
N[C@@H](Cc1cc(I)c(Oc2cc(I)c(O)c(I)c2)c(I)c1)C(=O)O,44,x,-8,x,-0.2,2,18,x,1,-9
Cc1cc(NS(=O)(=O)c2ccc(NC(=O)Nc3cccc(C(F)(F)F)c3)cc2)no1,-1,-3,1,-4,-0.5,12,-1,0,-13,-31
NS(=O)(=O)c1cccc(NC(=O)CSc2ccccn2)c1,13,-56,-45,1,0.8,6,2,-3,1,13
Cc1ccc(-c2nnc(SCc3nc(N)nc(Nc4ccccc4C)n3)n2N)cc1,7,4,-6,-2,1.0,4,-2,1,3,27
COc1cc(OC)cc(N2CC(C)(C)C2=O)c1,-5,-14,16,0,0.0,-2,-6,1,-3,9
COC(=O)C(C)SC1=N/C(=C/c2ccc(-n3cncn3)cc2)C(=O)N1 (centres undefined),-7,-4,25,0,-0.3,2,-1,4,0,3
# Next results follow:
SMILES,HSF1 activator,KLF5 inh,aSyn 5UTR inh,IEC-6 cytotox,HIF activator,HDAC3 inhib,HSF1 inh,HSP90 inh,Platelet DG rel,AI-2 QS mod
Cc1c(-n2cc(C(=O)c3cc(Br)ccc3O)cc(C#N)c2=O)c(=O)n(-c2ccccc2)n1C,10,-7,-1,3,-0.9,-10,6,1,1,12
OCc1cn(-c2ccccc2)nc1-c1ccc(-c2nn(-c3ccccc3)cc2CO)cc1,-24,-38,25,3,0.3,1,-14,12,16,13
C/C=C(\C)C(=O)Nc1cccc(C2=NOC3(C2)C[C@H](C(N)=O)N(C(=O)c2cc([N+](=O)[O-])cc([N+](=O)[O-])c2)C3)c1 (some centres undefined),-9,x,-13,x,-0.1,-2,-3,x,11,11
CCOC(=O)N1CCC(N(CCN(C)C)C(=S)Nc2cccc(Cl)c2C)CC1,1,-25,20,-1,0.3,2,4,-1,12,10
CCOc1ccc(CC(=O)Nc2ccc(NC(=O)c3ccco3)cc2)cc1OCC,4,-14,66*,1,0.0,x,-1,-2,8,0
O=C(CN(CC(=O)N1CCOCC1)S(=O)(=O)c1ccc(Br)s1)N1CCOCC1,-6,-30,-26,-2,-0.2,1,5,-1,-10,18
Cc1nc(CNS(=O)(=O)c2ccc3ccccc3c2)cs1,2,-18,23,0,-0.2,4,-9,-3,-2,26
O=C(CN1CCN(Cc2ccc(Cl)cc2)C1=O)NCCCN1CCN(c2ccc(F)cc2)CC1,1,-9,-4,-4,-0.3,-1,6,1,3,18
CCOC(=O)c1c(C)[nH]c(C(=O)COC(=O)c2ccc(N3CCCC3=O)cc2)c1C,13,5,0,-2,0.2,1,-3,-4,4,5
COc1ccc(C(=O)NNC(=S)Nc2ccccc2)cc1,2,-119,-207,0,3.3,0,4,-2,1,27
COc1cccc(CN(C)C(=O)Cc2c[nH]c3ccccc23)c1,-9,-34,-3,10,0.0,-3,-5,0,-7,8
Cc1ccccc1OCC(=O)N1CCc2ccccc2C1,9,-19,-58,-6,0.5,11,6,-6,-2,-2
CCO[C@H]1OC(C(=O)O)=C[C@@H](c2coc3ccccc3c2=O)[C@@H]1CCCO,7,x,14,x,0.3,-6,-1,x,-1,11
Cc1ccc(-c2nnn(CC(=O)N(C)C3CCCCC3)n2)o1,-10,-42,-4,-3,0.8,1,-7,-5,-7,18
COc1ccc(Cc2nc3ccc(C(=O)N(C)CCO)cc3o2)cc1,-5,-9,10,5,1.6,2,-1,4,6,4
CCOC(=O)c1sc(=S)n(CC)c1NC(=O)c1ccccc1C,20,-15,-5,-5,-0.7,4,9,-2,-8,40
CCOCCCNC(=O)C(c1ccc(C)cc1)N(Cc1ccc2c(c1)OCO2)C(=O)c1ccccn1 (centres undefined),x,-30,x,-2,x,5,x,-1,x,8
CC(=O)N1c2ccc(S(=O)(=O)N3CCC(C(=O)NC4CCCCC4C)CC3)cc2CC1C (centres undefined),-5,-19,-18,-1,0.1,11,0,3,-13,32
O=C(Cc1c[nH]c2ccccc12)NCc1ccc(Cl)cc1,16,-32,-19,3,0.3,-4,9,0,-3,-53
Cc1cc(NC(=O)CSc2nc3ccccc3s2)no1,x,-40,x,-2,x,6,x,2,x,x
CC(C)C[C@H](NC(=O)c1nc[nH]c1C(=O)NCc1ccccc1)C(=O)OC(C)(C)C,-15,-18,41,3,-0.5,40*,-1,-1,-3,-4
CCOC(=O)C1=C(CC)Nc2ccccc2N=C1NC(=O)c1cc(S(=O)(=O)N(C)C)ccc1Cl,-2,-4,4,-2,-0.3,4,-7,-3,9,18
O=C1C2CC=CCC2C(=O)N1Cc1nnc(-c2ccc(Cl)cc2)o1 (centres undefined),56*,-57,-47,1,1.4,2,29,-2,-3,23
Cc1cc(C)nc(SCc2nnc(SCC(=O)Nc3ncc(C)s3)n2Cc2ccco2)n1,4,-10,-11,0,0.0,-1,-10,-4,0,24
O=C1OC(c2ccccc2)c2ccccc21 (centres undefined),-5,0,-17,-6,-0.2,-3,-9,-4,1,8
COc1ccc(C)cc1NC(=O)CN(C)S(=O)(=O)c1ccc2c(c1)n(C)c(=O)c(=O)n2C,-7,-9,33,4,0.1,-4,-6,1,-6,10
COc1cc2c(cc1OC)C(C(=O)Nc1cc(C)c(OC)c(C)c1)CC(=O)N2 (centres undefined),-5,-9,19,-2,-0.4,-3,2,0,0,11
COc1ccc(N2C(=O)CC(N3CCN(S(=O)(=O)c4cc(C)ccc4C)CC3)C2=O)cc1 (centres undefined),-6,-20,3,-1,0.5,2,-2,-1,-2,21
Cc1nn(-c2ccccc2)c(N)c1N=Nc1cccnc1,41,-28,-48,8,2.5,0,17,-2,-1,19

# A different layout for part of the listing above.
# Every second line gives: HSF1 activator | KLF5 inh | aSyn 5UTR inh | IEC-6 cytotox | HIF activator | HDAC3 inhib | HSF1 inh | HSP90 inh | Platelet DG rel | AI-2 QS mod
- CCc1ccc2[nH]cc(C(=O)OCCOC)c(=O)c2c1
    25 | -3 | 9 | 4 | 0.0 | 6 | -4 | -1 | 4 | 8
- CC(C)(C)[C@H]1C=C(C(=O)NCc2nc3ccccc3[nH]2)O[C@@H](OCCCCO)C1
    -13 | 4 | 21 | 4 | -1.7 | 1 | -2 | 8 | 1 | 21
- Cc1ccc(/C=N/NC(=O)Cn2nnc(N)n2)o1
    -8 | -19 | -4 | 4 | -0.2 | 4 | -10 | -1 | -5 | 15
- NC(=O)c1cccc2c1-c1ccccc1/C2=N/NC(N)=S
    -1 | -12 | 3 | -3 | -0.6 | -2 | -4 | -2 | 25 | 12
- O=C(NCCC1=CCCCC1)C1CCCN(S(=O)(=O)c2ccc(F)cc2)C1 (centres undefined)
    45 | 8 | 10 | 4 | -0.3 | -5 | 6 | 1 | -4 | 13
- CCOC(=O)c1ccccc1NC(=O)Cn1cnc2c(cnn2C(C)(C)C)c1=O
    1 | -20 | 6 | 4 | -0.3 | 1 | 0 | -1 | -2 | 7
- O=C(Nc1nnc(S(=O)(=O)N2CCOCC2)s1)c1ccccc1
    -12 | -42 | -60 | 2 | 0.8 | x | -1 | -3 | 0 | 9
- CC(=O)N1c2ccc(S(=O)(=O)NCC3CCC(C(=O)NC4CCC(C)CC4)CC3)cc2CC1C (centres undefined)
    5 | 3 | 16 | 4 | -0.3 | 2 | 6 | -6 | -3 | 46
- O=C(CCn1nc(-c2ccc(Cl)cc2)ccc1=O)N1CCN(c2ccc(F)cc2)CC1
    25 | -14 | 41 | 4 | 2.5 | -1 | 6 | -1 | -6 | 12
- O=C(CSCc1ccccc1)NNc1c(F)c(F)cc(F)c1F
    -6 | -19 | 4 | -9 | -32 | 1 | -1 | 4 | -5 | -68
- COc1cccc(NC(=O)Cn2cc(C#N)c3ccccc32)c1
    4 | -23 | 24 | 2 | -0.1 | -2 | -1 | 0 | 7 | 10
- COc1ccccc1CNC(=O)COC(=O)Cc1ccsc1
    0 | -13 | -23 | -9 | 0.2 | x | -9 | 1 | 4 | 4
- CCOC(=O)c1cc(CC)sc1NC(=O)COc1ccc2c(C)cc(=O)oc2c1
    -30 | -11 | 4 | -5 | 0.4 | -4 | -9 | -5 | -1 | 9
- OCCC1CN(Cc2cccn2-c2ccccn2)CCN1C1CCCC1 (centres undefined)
    -6 | -42 | -2 | 5 | -0.1 | 4 | -12 | 0 | 11 | 11

# 3 entries out of the list above, arranged by the number in HDAC3 inhib, lowest first:
compound,HDAC3 inhib
CCO[C@H]1OC(C(=O)O)=C[C@@H](c2coc3ccccc3c2=O)[C@@H]1CCCO,-6
O=C(Cc1c[nH]c2ccccc12)NCc1ccc(Cl)cc1,-4
O=C(CN1CCN(Cc2ccc(Cl)cc2)C1=O)NCCCN1CCN(c2ccc(F)cc2)CC1,-1
